FLuc counter = firefly luciferase modulation, counter-screen for miR-21 project; purified FLuc, Km substrates, luminescence inhibition; hit rate 6.9% among 360,000; Potency, µM (doses to about 57.5 µM), for inactives: at the highest dose activity change, negative = inhibition, actives largely listed as inhibitors; P08659;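 further: potency means the concentration at half of the fitted maximal effect; plate controls were vehicle for no effect and reference inhibitor for full effect; nearly all actives have a fitted effect of over 55% in size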
Target sequence (P08659 whole entry, looked up): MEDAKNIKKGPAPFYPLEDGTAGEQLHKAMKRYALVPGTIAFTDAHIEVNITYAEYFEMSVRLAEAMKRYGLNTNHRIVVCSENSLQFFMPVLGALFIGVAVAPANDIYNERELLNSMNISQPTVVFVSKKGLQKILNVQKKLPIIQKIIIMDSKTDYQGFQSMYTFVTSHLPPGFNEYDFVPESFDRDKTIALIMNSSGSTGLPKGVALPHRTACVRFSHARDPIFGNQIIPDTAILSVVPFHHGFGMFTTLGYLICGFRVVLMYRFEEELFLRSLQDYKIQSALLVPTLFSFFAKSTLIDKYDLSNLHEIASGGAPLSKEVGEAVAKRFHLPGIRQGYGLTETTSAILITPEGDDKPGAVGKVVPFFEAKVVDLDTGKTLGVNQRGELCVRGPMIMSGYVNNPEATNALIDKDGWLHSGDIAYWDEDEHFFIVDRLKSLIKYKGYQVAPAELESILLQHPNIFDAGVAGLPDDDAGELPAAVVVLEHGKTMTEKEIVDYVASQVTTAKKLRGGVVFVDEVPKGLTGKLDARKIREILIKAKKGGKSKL
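Purified P. pyralis luciferase, 10 nM final, with Km-level 10 uM D-luciferin and 10 uM ATP in 50 mM Tris acetate pH 7.5, 10 mM Mg acetate, 0.01% Tween-20, 0.05% BSA; 6-point qHTS titration about 60 µM downward; luminescence read.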
MBNL1 CUG block = blocks human MBNL1 binding to CUG repeat RNA. Potency, µM (top dose mostly 57.5 µM), for the others: at the highest dose activity change, negative = inhibition, usual class: inhibitors. TR-FRET MBNL1-His/biotin-(CUG)12 binding, 665/545 ratio. hit rate 0.036% among 280,000. Q9NR56. AID 2675; active means well fitted inhibition curve with a large enough effect in the signal ratio, with a control signal flat, not every such curve was filed as active; inconclusive means small, poorly fitted or top-dose-only effect, or effect the other way, or a change in a side signal; inactive means no such curve, though single readings can be large or run the other way; the % refers to the signal ratio; further: potency means the concentration at half of the fitted maximal effect; on the % scale 0 is the no-effect control and ±100 the full control effect
Target sequence (Q9NR56 whole entry, looked up): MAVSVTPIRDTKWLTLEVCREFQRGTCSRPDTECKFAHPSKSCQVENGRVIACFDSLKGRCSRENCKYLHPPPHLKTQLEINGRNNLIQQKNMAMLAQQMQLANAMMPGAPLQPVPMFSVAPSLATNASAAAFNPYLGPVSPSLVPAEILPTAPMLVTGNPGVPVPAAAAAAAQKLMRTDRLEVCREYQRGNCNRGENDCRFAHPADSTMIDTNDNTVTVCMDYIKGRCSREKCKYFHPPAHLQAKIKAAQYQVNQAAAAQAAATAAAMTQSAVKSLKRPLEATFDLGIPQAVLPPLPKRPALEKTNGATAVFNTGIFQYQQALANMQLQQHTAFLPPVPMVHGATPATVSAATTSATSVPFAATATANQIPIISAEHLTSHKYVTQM
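Inhibition of protein-RNA binding appears as loss of TR-FRET between terbium anti-His antibody on MBNL1-His and streptavidin-XL665 on biotin-(CUG)12. Activity is normalized to buffer-only and uninhibited-complex controls.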
RORgamma inh = ROR gamma (mouse) transcription inhibition | P51450 | Drosophila S2 Gal4-RORgamma UAS-luciferase reporter, 20 h | Potency, µM (titrated, usually from 53.6 µM), without a hit: at the top dose activity change, negative = inhibition, hits mostly inhibitors | hit rate 5.4% among 310,000 | AID 2551; further: potency means the concentration at half of the fitted maximal effect; on the % scale 0 is the no-effect control and ±100 the full control effect; nearly all actives have a fitted effect of over 60% in size
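Luciferase reporter read in Schneider cells carrying Gal4-RORγ (mouse) and UAS-Photinus luciferase; cells given compound 1 h before 700 uM copper sulfate induction, then incubated 20 h at ambient temperature.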
NPC1 promoter act = activators of NPC1 promoter; Potency, µM (titrated, usually from 9.22 µM), without a hit: at the top dose activation, hits mostly activators; Huh7 NPC1 promoter luciferase reporter, 24 h; hit rate 2.4% among 320,000;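 further: potency means the concentration at half of the fitted maximal effect; % of control where 0% means no effect; nearly all actives have a fitted effect of over 60% in size; reporter is driven by a mutant NPC1 promoter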
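NPC1 promoter–luciferase Huh7 cells; 24 h compound; luminescence.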
ELG1 DNA repair = ELG1-dependent DNA repair inhibition | HEK293T ELG1-luciferase reporter, luminescence, 16 h; DNA damage induced by 5-fluorouridine | Potency, µM (titrated, usually from 46.1 µM), inactives show top-dose activity change, negative = inhibition, most hits filed as inhibitors | hit rate 2.3% among 330,000 | AID 504467; further: potency means the concentration at half of the fitted maximal effect; on the % scale 0 is the no-effect control and ±100 the full control effect; nearly all actives have a fitted effect of over 55% in size
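Luminescence from the luciferase reporter, measured 30 min after ONE-Glo reagent at room temperature, was the read-out. Beforehand, 2,000 cells per well were exposed for 16 hr at 37 °C to 5-fluorouridine together with compound or vehicle.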
Rab9 prom act = activators of Rab9 promoter; Huh7 Rab9 promoter-luciferase reporter, luminescence, 24 h; Potency, µM (titrated, usually from 9.22 µM), inactives show at the top dose activation, negative = inhibition, usual class: activators; hit rate 2.8% among 320,000; further: potency means the concentration at half of the fitted maximal effect; % of control where 0% means no effect; nearly all actives have a fitted effect of over 60% in size
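Using Huh7 cells stably transfected with Rab9 promoter–luciferase, compounds were incubated 24 h at 37 °C, 5% CO2; luciferase luminescence was read 10 min after reagent addition.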
PKM2 act = PKM2 (human) enzyme activation. Potency, µM (doses to about 57.5 µM), inactives show at the top dose activation, actives largely listed as activators. purified PKM2, Kinase-Glo ATP luminescence, activation; response scale: 0% is enzyme alone, no compound. P14618. AID 1631. hit rate 0.34% among 260,000; further: potency means the concentration at half of the fitted maximal effect; on the % scale 0 is the no-effect control and ±100 the full control effect; nearly all actives have a fitted effect of over 55% in size
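Purified hPK-M2 (>95%) run at intermediate activity with 0.1 mM ADP and 0.5 mM PEP in 50 mM imidazole pH 7.2, KCl, MgCl2; 1 h room temperature. ATP formed read by Kinase-Glo luminescence; normalized to uninhibited and no-enzyme controls.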
Menin MLL FP TR = displaces Texas Red mutant MLL peptide from human menin | Menin + Texas Red MLL mutant peptide, fluorescence polarization | O00255 | AID 1768 | hit rate 0.23% among 270,000 | Potency, µM (highest dose often 61.6 µM), for the others: at the highest dose FP activity change, negative = inhibition, hits mostly inhibitors; active means well fitted inhibition curve with a large enough effect in the polarisation, with a control signal flat, not every such curve was filed as active; inconclusive means small, poorly fitted or top-dose-only effect, or effect the other way, or a change in a side signal; inactive means no such curve, though single readings can be large or run the other way; the % refers to the polarisation; further: potency means the concentration at half of the fitted maximal effect; % of control where 0% means no effect; many of its hits are not listed in these tables
Gal4-VP16 FLuc = Gal4-VP16 reporter inhibition counter-screen. AID 2546. Potency, µM (doses to about 53.6 µM), without a hit: top-dose activity, negative = inhibition, usual class: inhibitors. hit rate 3.5% among 310,000. Drosophila S2 Gal4-VP16 UAS-luciferase, luminescence, 20 h;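 further: Gal4-VP16 expression switched on by copper sulfate through the metallothionein promoter; potency means the concentration at half of the fitted maximal effect; on the % scale 0 is the no-effect control and ±100 the full control effect; nearly all actives have a fitted effect of over 50% in size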
Mito fusion yeast = blocks mitochondrial division or promotes mitochondrial fusion. S. cerevisiae fusion-defective mutant growth rescue, CellTiterGlo 48 h. Potency, µM (top dose mostly 46.1 µM), inactives show top-dose growth rescue (activation), usual class: activators. hit rate 0.23% among 320,000;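 further: potency means the concentration at half of the fitted maximal effect; % of control where 0% means no effect; nearly all actives have a fitted effect of over 45% in size; temperature-sensitive fusion mutants such as fzo1-1 at 37 °C on non-fermentable ethanol glycerol medium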
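Compounds are tested for their ability to restore growth of mitochondrial fusion-defective yeast strains at non-permissive 37C in YPEG medium over 48 hours. Viability is quantified by luciferase luminescence.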
KCNH2 3.1 inh = inhibitors of human KCNH2 3.1 potassium channel isoform. U2OS KCNH2 3.1, thallium flux FluxOr; stronger effect = lower value. activity change, % (tested at about 1.8 µM). hit rate 0.95% among 340,000;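 active means maximum activity change below -70%; inconclusive means maximum activity change from -70% to -50%; inactive means maximum activity change above -50%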;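 further: thallium influx rate constant from kinetic fluorescence after stimulation buffer; on the % scale 0 is the no-effect control and ±100 the full control effect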
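Channel expression came from 3.1 mutant virus (1.77 x 10^8 /mL) applied to suspended U2OS cells for 4 h. Flux was tracked with FluxOr dye plus Red40 quencher, and kinetic rate constants normalized to controls.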
* hit, by the source's call; ? = inconclusive; nt = no result given; & = joins results of further samples; [ ] = another dose, or the depositor's remark. Unless noted, the call rests on the fitted dose curve; in most records, active means well fitted curve in the direction sought with a large enough effect; inconclusive means small, poorly fitted or top-dose-only effect, or another doubt; inactive means no such curve, though single readings can be large; an effect the other way counts as inactive or inconclusive. Not all compounds are listed; count on the stated rates, not on these rows.

SMILES	FLuc counter	MBNL1 CUG block	RORgamma inh	NPC1 promoter act	ELG1 DNA repair	Rab9 prom act	PKM2 act	Menin MLL FP TR	Gal4-VP16 FLuc	Mito fusion yeast	KCNH2 3.1 inh
CC1=C(C(=O)OC(C)C)C(C)C(C(=O)OC(C)C)=C(C)N1	2.0%	-3.5%	6.9%	-1.4%	?	-4.3%	16.1%	-0.1%	-7.2%	15.3%	19.6
Cc1ccc(S(=O)(=O)N2CCOCC2)cc1NC(=O)COC(=O)CNC(=O)c1ccccc1	-0.9%	nt	24.8%	-2.5%	12.3%	12.3%	-0.7%	-8.2%	-5.6%	-0.1%	-97.7*
CCOC(=O)N1CCN(C(=O)COc2cccc3c2CCN(Cc2ccc(F)cc2)C3=O)CC1	-3.4%	-10.8%	?	-6.9%	20.6µM*	-11.7%	9.8%	-8.1%	-19.5%	-8.4%	-1.8
CC(C)CN(CC(C)C)C(=O)CN1C(=O)NC2(CCc3ccccc3C2)C1=O (stereo not given)	-0.1%	0.8%	6.4%	0.0%	-13.0%	-0.5%	nt	-23.1%	-10.5%	-6.5%	6.5
COc1cc(/C=N/NC(=O)CN2CCOCC2)ccc1OCc1ccccc1	-5.4%	23.0%	19.3%	1.7%	?	6.8%	-3.9%	-2.8%	-3.5%	12.4%	1.1
CN(C(=O)CN1CCC(NC(=O)C2CCCCC2)CC1)C1CCCCC1	1.6%	-3.6%	0.0%	-0.9%	13.2%	-4.0%	?	1.2%	-11.4%	-2.8%	-0.2
O=C(Nc1ccccc1N1CCCCC1)c1ccc(F)cc1	2.3%	3.6%	0.4%	-1.1%	-0.7%	-2.2%	-6.0%	-17.6%	8.6%	19.9%	-21.1
COc1ccccc1NC(=O)COC(=O)Cc1c[nH]c2ccccc12	-3.3%	-3.5%	18.5%	7.7%	1.6%	-0.5%	-6.4%	25.7%	7.2%	-0.5%	-1.3
O=c1oc2cc(O)ccc2s1	-7.8%	nt	-0.4%	5.4%	2.8%	-4.9%	nt	-4.5%	3.9%	21.9%	-14.0
CCOC(=O)C1ON2CCCCC2C1(O)C(F)(F)F (stereo not given)	-1.4%	nt	6.8%	-4.2%	23.3%	0.9%	-1.2%	-1.3%	-9.8%	0.0%	-21.5
CC(C)C(=O)Nc1nnn(C)n1	1.9%	-3.0%	4.7%	0.1%	-0.6%	0.0%	3.1%	21.1%	-2.1%	2.5%	-0.3
COc1ccc(NC(=O)COc2cccc3c2OC(C)(C)C3)c(OC)c1	?	nt	nt	-2.0%	6.3%	3.1%	nt	nt	nt	15.1%	-8.9
c1ccc(Cn2nnnc2C(c2cccs2)N2CCCCCC2)cc1 (stereo not given)	-0.2%	?	20.4%	-3.8%	-14.0%	-6.5%	0.0%	-7.2%	-5.2%	17.7%	-6.9
Cc1onc(-c2ccccc2)c1C(=O)NCc1ccco1	2.2%	9.9%	1.0%	-0.8%	10.4%	7.3%	22.4%	15.8%	-3.9%	0.9%	-0.4
COCCn1c(SCC#N)nnc1-c1ccc([N+](=O)[O-])cc1	-0.9%	?	5.7%	-2.2%	-6.8%	-13.9%	0.8%	-9.6%	1.5%[10 µM]	-1.7%	9.2
O[C@@H]1[C@@H](O)C=C2CCN3Cc4cc5c(cc4[C@H]1C23)OCO5 (stereo not given in full)	-0.2%	nt	nt	-39.5%[inhibitor]	?	-45.0%[inhibitor]	nt	nt	nt	-38.9%[inhibitor]	-7.3
COc1ccc(NC(=O)CCN2C(=O)c3ccccc3C2=O)cc1	4.0%	-0.6%	-10.2%	-5.5%	-5.3%	4.3%	0.1%	-11.7%	-5.3%	-0.1%	-28.2
COc1cc(-c2nc3cnccn3c2Nc2c(C)cccc2C)ccc1O	-1.6%	13.4%	-36.7%	0.7%	0.9%	2.3%	0.5%	-7.4%	11.5%	0.3%	-5.4
CCc1nn(CCCC(=O)NCc2ccccc2Br)c(=O)c2cc3occc3n12	2.7%&-1.6%	1.4%	-27.8%	-1.6%	14.8%	0.1%	-8.3%[0.46 µM]	-23.7%	?	8.0%	5.5
Cc1ccccc1-n1c(Cn2c(=O)sc3ccccc32)nnc1SCC(=O)Nc1nccs1	-0.1%	?	18.9%	-6.0%	-5.6%	-2.7%	-7.0%	5.1%	-6.9%	-0.8%	4.4
Cc1cccc(NC(=O)c2cc(S(=O)(=O)c3ccccc3)ccc2Cl)c1	0.2%	-0.5%	15.4%	-1.4%	?	0.4%	-0.9%	11.2%	7.0%	2.2%	-18.9
O=[N+]([O-])c1ccccc1S(=O)(=O)N1CCCC(C(F)(F)F)C1 (stereo not given)	1.6%	4.0%	4.7%	0.3%	-7.5%	0.2%	-0.4%	0.2%	2.4%	-1.4%	19.8
Cc1oc(C(C)(C)C)cc1C(=O)Nc1ccc(N2CCOCC2)cc1	?	nt	25.0%	-4.5%	-5.8%	-6.5%	4.9%	nt	-15.3%	-6.4%	4.2
CN1C(=O)CC(NNC(=O)c2ccc(Cl)cc2)C1=O (stereo not given)	-2.5%	1.2%	-15.5%	0.2%	?	-3.5%	-1.6%	7.7%	-0.9%	0.7%	4.0
Cc1cccc(OCC(=O)Nc2ccc(NC(=O)c3ccccc3)cc2)c1	2.8%	-5.1%	-5.8%	9.9%	-5.2%	27.0%	2.0%	?	5.4%	0.6%	-36.6

Later entries.
SMILES	FLuc counter	MBNL1 CUG block	RORgamma inh	NPC1 promoter act	ELG1 DNA repair	Rab9 prom act	PKM2 act	Menin MLL FP TR	Gal4-VP16 FLuc	Mito fusion yeast	KCNH2 3.1 inh
COc1ccc(CCCC(=O)N/N=C\c2cccs2)cc1	-16.6%	12.2%	22.3%	-1.6%	-5.6%	-1.1%	0.0%	-8.5%	-4.0%	12.2%	-1.5
CC(=O)c1cccc(S(=O)(=O)NCC2CCCCC2)c1	-1.2%	-8.9%	15.7%	0.0005µM*	-6.5%	?	1.7%	-2.4%	-8.0%	5.6%	-0.6
O=S(=O)(c1ccccc1)N(CC1CO1)c1ccccc1 (stereo not given)	1.0%	3.7%	5.3%	-0.8%	7.0%	-9.6%	4.4%	4.1%	-9.6%	-10.4%	1.9
O=C(Cn1cnc2c(cnn2-c2ccc(F)cc2)c1=O)OCc1ccccc1	-16.5%	-15.4%	-0.1%	0.1%	4.0%	3.3%	10.6%	?	0.6%	0.8%	-23.8
COc1ccc(N2CCN(c3nc(Nc4ccc(C)c(F)c4)nc(N4CCCC4)n3)CC2)cc1	-0.3%	nt	-0.2%	-5.9%	7.1%	-3.4%	-0.2%	11.8%	-5.7%	4.9%	4.8
Cn1cc([N+](=O)[O-])c(C(=O)Nc2nc(-c3ccc(Cl)cc3)cs2)n1	3.0%	15.1%	-14.5%	-9.2%	2.06µM*	-3.9%	-2.7%	?	-5.9%	16.5%	-14.5
CN1CCCN(S(=O)(=O)c2ccccc2)CC1	1.1%	-5.9%	-1.2%	1.7%	15.4%	-5.1%	nt	-0.7%	1.6%	-7.1%	9.9
Clc1cnc2nc(SC/C=C/c3ccccc3)[nH]c2c1	6.8%	-4.4%	-45.8%	?	0.2%	-2.7%	-12.1%	nt	-13.5%	2.9%	15.3
Cc1cc(OCC(=O)NCC2CCC(C(=O)O)CC2)c2c(C)cc(=O)oc2c1 (stereo not given)	-1.5%	1.1%	-14.3%	-4.7%	-4.9%	-1.6%	2.0%	0.8%	-2.5%	3.0%	1.7
COc1cc2c(cc1OC)CN(c1ccc(F)cc1[N+](=O)[O-])CC2	12µM*	?	-15.8%	22.9%	?	?	nt	0.8%	4.5%	-2.0%	-0.4
O=C(C1CCC1)N(CCc1ccccc1)Cc1nc2ccccc2c(=O)[nH]1	-2.9%	-2.9%	1.78µM*	19.9%	-0.1%	?	-13.0%	0.7%	7.94µM*	4.4%	2.2
N#Cc1c(N)nc2c(c1-c1ccc3c(c1)OCO3)CCc1ccccc1-2	1.7%	nt	17.7%	-2.4%	-19.7%	-6.5%	-2.2%	?	-20.5%	?	-0.2
CC(=O)c1ccc(NC(=O)CSc2ccc3nnc(-c4cccnc4)n3n2)cc1	-2.8%	-16.9%	-16.7%	0.9%	20.2%	1.8%	-8.4%	-19.6%	-5.4%	-1.2%	5.4
CC(C)(C)c1ccc(C(=O)Nc2ccc(Oc3cccnc3)nc2)cc1	8.49µM*	-15.0%	-37.5%	-26.5%	2.06µM*	-40.0%[inhibitor]	1.4%	nt	?	-4.3%	-4.4
CNC(=O)c1ccc(Nc2nnc(-c3ccc(C)c(S(=O)(=O)NCC4CCCO4)c3)c3ccccc23)cc1 (stereo not given)	?	?	9.8%	0.3%	?	2.0%	-11.9%	3.8%	8.2%	5.6%	3.1

Screening data as filed in PubChem.
